Screening data deposited in PubChem by Broad Institute.
PAX8 reporter = inhibitors of PAX8-driven TPO luciferase reporter, primary screen, RMG-I cells, single concentration; SteadyGlo, 24 h; inhibition, % at 12.6 µM; hit rate 1.2% among 360,000;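 active = mean replicate inhibition at least 60% with every replicate also reaching 60%; inconclusive = only one of the two criteria is met; inactive = mean below 60% and not all replicates reaching 60%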;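 also: luciferase light reporting Pax8 driven TPO promoter activity; plate controls were median of neutral control wells for no effect and mitoxantrone controls for full effect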
CASP6 VEID inh = human caspase-6 inhibitors, primary screen, biochemical, VEID-R110 fluorescence, single point, set 2 | inhibition, % at 12.5 µM | purified caspase-6, Z-VEID-R110 cleavage fluorescence | hit rate 0.53% among 350,000;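 active = mean inhibition across replicates at least about 35%, with every replicate also reaching that limit, limit read from the data; inconclusive = only one of the two criteria met; inactive = neither criterion met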;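 also: 0% = median of neutral control wells and 100% = no fluorescence left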
Target sequence (P55212 24-179 limits assumed): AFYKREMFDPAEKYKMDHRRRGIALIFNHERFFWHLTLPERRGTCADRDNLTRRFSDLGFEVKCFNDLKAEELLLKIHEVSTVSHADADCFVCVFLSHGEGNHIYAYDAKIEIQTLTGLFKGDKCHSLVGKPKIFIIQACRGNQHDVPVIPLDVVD
Target sequence (P55212 194-293 limits assumed): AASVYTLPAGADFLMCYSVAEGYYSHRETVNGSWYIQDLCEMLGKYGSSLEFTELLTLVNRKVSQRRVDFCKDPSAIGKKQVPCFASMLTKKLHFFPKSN
PGC1a acetyl inh = inhibitors of PGC1a acetylation signal, primary screen, cell-based, U2OS, AlphaScreen, inhibitor mode. hit rate 0.17% among 350,000. inhibition, % at 15.6 µM. AlphaScreen anti-acetyl-lysine; with virally co-expressed GCN5 acetyltransferase;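 active = every replicate shows inhibition of at least 40%; inconclusive = mean inhibition at least 40% but some replicate below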;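 also: 0% = neutral control wells and 100% = positive control wells; some results beyond the cut were filed as inactive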
miR122 inh = miR-122 Renilla sensor signal increase in Huh7, primary screen, miR-122 inhibitor project, cell-based, single point, plate reader | Huh7 miR-122 Renilla luciferase sensor, 48 h; neutral wells = 0, positive control = 100 | activation (reporter increase), % at 12.5 µM | hit rate 0.3% among 340,000;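 active = mean replicate activation score at least 90 and every replicate individually at or above 90; inconclusive = only one of the two criteria met; inactive = neither criterion met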;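 also: higher luciferase means less miR-122 activity so hits act as miR-122 inhibitors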
EWS-Fli block = EWS/Fli-driven NR0B1 reporter inhibitors, primary screen, A673 cells, NR0B1 luciferase, luminescence, MLPCN library; viability-normalised; inhibition, % at 12.6 µM; hit rate 0.67% among 350,000;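 active = mean inhibition of at least 50% after viability correction, with every replicate also passing that limit; inconclusive = mean reaches 50% but only one of two replicates passes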;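 also: firefly luciferase signal divided by Alamar Blue viability fluorescence both relative to DMSO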
Cneo AK release = Cryptococcus neoformans cell lysis inducers, primary screen, AK release luminescence, single concentration; AID 651654, 2012; hit rate 0.2% among 360,000; lysis activity, % at 15 µM; C. neoformans lysis, adenylate kinase release luminescence, 4 h; normalised: neutral wells 0, clomiphene wells 100;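 active = mean lysis activity across replicates of at least 80%, whatever share of replicates individually reach that level; inactive = mean lysis activity below 80%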
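Assay system: Cryptococcus neoformans yeast cells / Dosing: single-point compound dose / Timing: 4 h at 37 °C static, read 1 h later / Measured by: luminescence of released adenylate kinase using an AK detection reagent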
FN deposition inh = inhibitors of fibronectin matrix deposition, primary screen, AH1F cells, Alexa488-fibronectin fluorescence, plate reader; AH1F fibroblasts, overnight; inhibition, % at 12.6 µM; hit rate 0.086% among 350,000; AID 743247, 2014;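 active = mean inhibition across replicates of 30% or more, regardless of how many single replicates reach that level; inconclusive = mean under 30% yet at least half of replicates reach 30%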;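 also: positive control wells lacked labelled fibronectin entirely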
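test system = AH1F fibroblasts assembling fluorescent fibronectin matrix | quantity = 10000 AH1F cells per well | buffer or medium = DMEM plus 2% serum, read in PBS | doses = single dose, pinned | incubation = 1 h cell attachment, overnight exposure to compound and label | detection = fluorescence at 485 nm excitation, 525 nm emission | read-out basis = inhibition from reduced deposited-fibronectin fluorescence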
LGR2 inh = inhibitors of bursicon-induced LGR2 CRE-luciferase signal, primary screen, cell-based, HEK293, CRE-luciferase reporter, bursicon stimulation. AID 720647, 2013. inhibition, % at 9.99 µM. bursicon-stimulated, 4 h. hit rate 0.35% among 380,000;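 active = drop in luminescence signal, shown as inhibition above about 50% in the replicate tests, limit read from the data, passing the limit was not always enough; inconclusive = probably only some replicates passing the limit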;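 also: agonist challenge used bursicon conditioned medium at about half maximal strength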
An asterisk follows results filed as active; ? = inconclusive; . = no result given; [ ] = remark or other dose.

The opening 2 entries, to show the layout:
cpd	SMILES	PAX8 reporter	CASP6 VEID inh	PGC1a acetyl inh	miR122 inh	EWS-Fli block	Cneo AK release	FN deposition inh	LGR2 inh
1	CC(=O)c1ccc(C2CC(OCCF)=CC(=O)O2)cc1 (stereo unspecified)	-16	2	.	.	-1	.	-4	3
2	CC(=O)Nc1c(Cl)c(Cl)c2c(c1Cl)Cc1cc(Cl)ccc1-2	2	-1	4	-3	19	.	4	11

The listing, from the start:
cpd	SMILES	PAX8 reporter	CASP6 VEID inh	PGC1a acetyl inh	miR122 inh	EWS-Fli block	Cneo AK release	FN deposition inh	LGR2 inh
1	CC(=O)c1ccc(C2CC(OCCF)=CC(=O)O2)cc1 (stereo unspecified)	-16	2	.	.	-1	.	-4	3
2	CC(=O)Nc1c(Cl)c(Cl)c2c(c1Cl)Cc1cc(Cl)ccc1-2	2	-1	4	-3	19	.	4	11
3	O=C(CC(=O)c1ccccc1)Nc1ccccc1C(F)(F)F	-43	1	.	-4	-15	-1	0	-10
4	C[C@@H]1CCCCO[C@@H](CN(C)Cc2ccc(C(F)(F)F)cc2)[C@H](C)CN([C@@H](C)CO)C(=O)c2cc(NC(=O)Nc3ccc(F)cc3)ccc2O1	86*	-2	4	-2[16.7 µM]	10	3	-11	-12
5	CC(=O)N1N=C(N)SC12CCCC2	21	-1	15	-7	-2	0	5	-6
6	Cc1csc(SCC(=O)Nc2cc([N+](=O)[O-])ccc2F)n1	1	2	2	-2	-2	-1	10	-9
7	O=C1CN(C(=O)/C=C/c2ccc(Cl)cc2Cl)CCN1	-27	5	16	2	-27	-1	0	-9
8	O=C(/C=C/c1ccc(O)c(O)c1)NC(=O)c1ccccc1O	.	21	-19	-5	-3	-4	.	5
9	CC(=O)Nc1ccc(OCCCN2CCC(C(O)(c3ccccc3)c3ccccc3)CC2)cc1	-22	-13	.	.	-11	.	.	7
10	O=C(c1cc(-c2ccc(O)cc2)on1)N1CCCC1	-100	-1	6	1	-1	-2	3	12
11	COC(=O)c1ccccc1NC(=S)N(Cc1ccc2c(c1)OCO2)Cc1cc2ccc(OC)cc2[nH]c1=O	-21	-1	-16	1	88*	0	.	-1
12	O=C(C1CCOCC1)N1CC2(C1)[C@@H](c1ccccc1)[C@@H](CO)N2Cc1ccc(Cl)cc1	.	2	7	.	-1	.	.	-4
13	Cc1nnc(SCC(=O)Nc2ncc3c(n2)CC(c2ccccc2)CC3=O)s1 (stereo unspecified)	9	2	0	46	.	3	-4	1
14	COc1ccc(Cc2c(-c3ccco3)nc3ccc(Br)cn23)c(C)c1	-2	7	12	-3	-11	0	1	1
15	COc1ccc(NC(=S)N(CCc2c(C)[nH]c3ccc(C)cc23)Cc2cccs2)cc1	10	1	-14	11	-2	2	-18	-1
16	CCCN1[C@H](C(=O)OC)[C@@H](CO)[C@@H]2Cn3c(ccc(-c4cncnc4)c3=O)[C@@H]21	4	-5	.	.	2	-2	.	15
17	C[C@@H]1CCCCO[C@@H](CN(C)C(=O)Cc2ccccc2)[C@H](C)CN([C@H](C)CO)C(=O)c2cc(NC(=O)Nc3ccccc3)ccc2O1	-1	1	13	-12[16.7 µM]	8	4	1	-3
18	CC1(C)CC(=O)C=C(c2ccc(COC(=O)Cc3ccccc3)cc2)C1=O	-31	2	10	-8	-2	1	1	-32
19	O=C(CC1Sc2ccccc2NC1=O)OCC(=O)N1CCc2ccccc21 (stereo unspecified)	13	.	9	3	.	-1	12	.
20	O=C(c1cccc(-c2cccc3nccn23)c1)N1CCOCC1	-2	1	.	2	3	0	4	-13
21	COc1ccccc1-c1ccc([C@@H]2[C@@H](C#N)N(C(=O)NC3CCCCC3)[C@@H]2CO)cc1	-17	0	-8	.	-19	1	9	0
22	N#C[C@@H]1[C@H](c2ccc(C3=CCCC3)cc2)[C@H](CO)N1C(=O)c1cccc(F)c1	-16	-2	-3	.	2	41	1	35
23	CCn1c(=O)c2ccccc2n(CC(=O)NC2CCCCC2)c1=O	1	0	-12	1	-1	9	-12	15
24	Cc1ccc(OCC(=O)Nc2nnc(S(=O)(=O)N3CCCCCC3)s2)cc1C	3	-2	0	-8	16	-8	-14	.
25	O=C(NNC(=O)c1ccc2ccccc2n1)c1ccc(O)cc1	-4	8	10	-4	-3	2	1	-6
26	COc1cccc(CN(Cc2ccco2)S(=O)(=O)c2ccc(S(=O)(=O)NCc3ccccc3)cc2)c1OC	.	.	-21	37	.	0	7	18
27	COc1cccc2c1Oc1ncccc1N(C(=O)CCC(=O)NCc1ccc(C)cc1)C2	27	-2	13	-1	-5	-7	1	5
28	CCc1nnc(NC(=O)CCN2C(=O)c3ccccc3S2(=O)=O)s1	.	.	-6	-6	.	2	-10	-7
29	Cc1ccccc1N=Nc1c(O)n(C)c2ccccc12	47	0	7	7	60*	-3	-2	-2
30	C[C@H](CO)N1C[C@H](C)[C@@H](CN(C)C(=O)c2ccc(F)cc2)OCc2ccccc2-c2ccccc2C1=O	-25	1	12	.	7	76	2	4
31	CN(CC(=O)NC1CCN(Cc2ccccc2)CC1)S(=O)(=O)c1ccc(Cl)cc1	-9	0	1	2	6	1	-11	2
32	COc1ccc(NC(=O)N(C)C[C@@H]2Oc3ccc(NC(=O)CCCCCC(=O)Nc4ccccc4N)cc3C(=O)N([C@H](C)CO)C[C@@H]2C)cc1	-38	0	-3	.	5	.	.	3
33	Brc1ccc(COc2ncnc3ccccc23)cc1	2	2	-4	.	-7	.	.	-9
34	CC1=NN(c2cccc(C(=O)O)c2)C(=O)/C1=C\C=C/c1ccccc1	2	.	-14	8	46	.	.	?
35	COc1ccc(-c2c(NC(=O)c3ccco3)oc3c(C)cccc3c2=O)cc1OC	11	6	.	.	.	.	12	16
36	COc1ccc(NC(=O)Nc2ccc3c(c2)C(=O)N([C@H](C)CO)C[C@H](C)[C@H](CN(C)S(=O)(=O)c2cccs2)OCCCC[C@H](C)O3)cc1	.	-1	-5	-9[16.7 µM]	4	51	.	6
37	C=CCc1c(C)nc(SC)nc1Nc1ccc(C(=O)O)cc1	-7	.	15	26	.	-1	15	.
38	CCOC(=O)C(C)Sc1nc2c(c(-c3cccs3)c1C#N)CCC2 (stereo unspecified)	13	.	.	.	8	.	-3	0
39	C[C@H](c1ccccc1)N1C[C@@H](COCc2ccccc2)Oc2cccc(N3CCCC3)c2S1(=O)=O	7	-1	.	.	11	.	-2	-6
40	COCCN=C1NC(=O)C(CC(=O)Nc2cccc(Cl)c2C)S1 (stereo unspecified)	6	.	0	-3	-7	.	-1	31
41	CC(C)Sc1nsc2nc(=O)c(/C=C3\C=Nc4ccccc43)c(N)n12	-32	5	-8	0	1	2	-1	-5
42	CCOC(=O)c1nnc(-c2cccs2)nc1Oc1ccc(Cl)cc1	20	.	7	-6	.	52	1	.
43	Cc1ccc(S(=O)(=O)Nc2cc3c(C(=O)O)c(C)oc3c3ccccc23)c(C)c1	21	30	20	6	-2	-2	0	-2
44	O=S(=O)(N[C@H]1CC[C@@H](CCn2cc(C3CC3)nn2)O[C@H]1CO)c1ccc(F)cc1	-4	-3	-3	0[16.7 µM]	-4	30	.	22
45	O=C(C[C@@H]1C[C@H]2c3cc(NS(=O)(=O)c4ccc(F)cc4)ccc3O[C@H]2[C@H](CO)O1)NCc1ccccn1	-4	-1	-7	-2[16.7 µM]	0	41	.	10
46	Cc1ccc(CNC(=O)COC(=O)Cn2nc(C)c([N+](=O)[O-])c2C)cc1	-7	0	2	0	7	0	5	16
47	O=S1(=O)C[C@@H](N2CCN(c3ccccc3)CC2)[C@H](COCc2ccccc2)N1	2	1	18	0	-17	0	-12	4
48	Cc1cc(Cl)ccc1NC(=O)CSc1nnc(-c2ccncc2)n1Cc1ccco1	.	.	12	2	.	-1	4	.
49	O=C(NC1CCCCC1)C1CC(=O)N(c2ccc(Cl)cc2)C1 (stereo unspecified)	-5	-2	2	-4	1	0	2	-3
50	Cc1[nH]c2ccccc2c1/C=N/NC(=O)c1cc(-c2cccs2)[nH]n1	5	7	.	.	-1	.	7	-15
51	Cc1ccc(C(=O)NNC(=O)C2CCN(S(=O)(=O)c3ccc(C)cc3)CC2)cc1	15	2	-2	.	-7	-3	0	-4
52	CN(C)S(=O)(=O)c1ccc(Cl)c(NC(=O)COC(=O)c2ccc3c(c2)NC(=O)CS3)c1	-1	1	2	-4	8	2	5	12
53	CCCNC(=O)N(C)C[C@@H]1Oc2ncc(C#CCc3ccccc3)cc2C(=O)N([C@H](C)CO)C[C@H]1C	-8	-2	-3	-2[16.7 µM]	2	2	.	11
54	C[C@H]1CN([C@@H](C)CO)C(=O)Cc2cc(NC(=O)Nc3ccccc3)ccc2O[C@H]1CN(C)C(=O)Nc1ccc(C(F)(F)F)cc1	36	.	-1	6[16.7 µM]	-12	-1	.	-18
55	CCCCn1c(N)c(N(CC)C(=O)c2cccc(S(=O)(=O)N3CCN(C)CC3)c2)c(=O)[nH]c1=O	-1	-3	.	.	-3	.	3	-9
56	O=C1c2cccc3cccc(c23)C(=O)N1CC1CCCO1 (stereo unspecified)	5	-2	5	3	-9	-2	16	12

(further entries)
cpd	SMILES	PAX8 reporter	CASP6 VEID inh	PGC1a acetyl inh	miR122 inh	EWS-Fli block	Cneo AK release	FN deposition inh	LGR2 inh
57	COc1ccc(OCC(=O)Nc2cccc(-c3nc4ccccc4[nH]3)c2)cc1	.	1	6	0	.	-5	-2	-13
58	Cc1ccc(C(=O)N2CCNC(=O)C2CC(=O)Nc2ccccc2)cc1 (stereo unspecified)	32	-3	6	2	.	5	7	10
59	Nc1ccc2nc3c(=O)n(CCc4ccccc4)c(=O)[nH]c3nc2c1	-14	-1	6	-1	2	-5	-4	-11
60	C[C@H]1CN([C@@H](C)CO)C(=O)c2cccc(NS(C)(=O)=O)c2O[C@@H]1CN(C)CC1CCCCC1	3	1	-9	39[16.7 µM]	-3	43	.	2
